# Screening data: PubChem BioAssay, Broad Institute
# E-sel inducer – induces E-selectin expression in human endothelial cells; HUVEC E-selectin immunofluorescence imaging; normalized: neutral wells 0, TNF-alpha wells 100; activation, % at 7.58 µM; actives 0.37% (n = 260,000); AID 686992;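 active = mean E-selectin-positive cell signal at least 10% of the positive control, reached in at least 60% of replicates, without over 20% cell loss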;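 also: in these data hits start at about 27%; measured in HUVEC primary endothelial cells; signal is the percent of cells scored E-selectin positive by PE staining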
# Target sequence (P16581 whole entry, looked up): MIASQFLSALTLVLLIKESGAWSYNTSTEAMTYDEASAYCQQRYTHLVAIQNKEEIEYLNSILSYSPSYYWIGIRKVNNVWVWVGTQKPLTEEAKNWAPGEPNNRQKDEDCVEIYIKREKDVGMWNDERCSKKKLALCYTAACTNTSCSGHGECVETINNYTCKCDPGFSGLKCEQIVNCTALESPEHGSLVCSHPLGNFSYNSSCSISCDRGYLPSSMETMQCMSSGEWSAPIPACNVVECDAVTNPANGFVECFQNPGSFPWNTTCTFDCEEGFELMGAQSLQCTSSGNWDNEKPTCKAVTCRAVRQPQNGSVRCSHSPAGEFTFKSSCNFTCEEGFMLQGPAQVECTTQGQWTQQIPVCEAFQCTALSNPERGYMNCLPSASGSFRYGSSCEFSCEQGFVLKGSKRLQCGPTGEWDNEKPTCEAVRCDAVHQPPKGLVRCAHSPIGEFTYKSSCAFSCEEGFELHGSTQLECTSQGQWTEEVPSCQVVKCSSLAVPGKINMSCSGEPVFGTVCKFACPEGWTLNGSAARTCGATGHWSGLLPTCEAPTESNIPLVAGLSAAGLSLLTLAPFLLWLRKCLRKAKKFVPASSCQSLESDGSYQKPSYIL
#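 Test system: HUVEC; input: 3,000 HUVEC/well; measured by: immunofluorescence imaging; read-out: % PE-positive cells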
# esBAF inh – SWI/SNF esBAF complex inhibition. mouse ES cells, Bmi1-luciferase knock-in reporter, 24 h; 100% = twice the neutral-well signal. reporter increase, % at 12.5 µM. actives 2% (n = 350,000). AID 602393; in the data active = activation above about 40%;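 also: 0% = median of the plate's neutral control wells and 100% = double that signal; a rise in the Bmi1 reporter signal indicates esBAF inhibition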
# * marks the source's active call; other numbers are inactive results. These rows are one share of the data (hit frequency here may not be typical).
SMILES,E-sel inducer,esBAF inh
CO[C@H]1CN(C)C(=O)c2cc(NS(C)(=O)=O)ccc2OC[C@H](C)N(Cc2cccnc2)C[C@@H]1C,-0.1,-0.2
C[C@H](CO)N1C[C@H](C)[C@@H](CN(C)S(=O)(=O)c2ccccc2)Oc2c(NC(=O)c3cnccn3)cccc2C1=O,0.9,-3.5
C[C@@H]1CN([C@@H](C)CO)C(=O)CCCn2cc(nn2)CO[C@@H]1CN(C)C(=O)c1ccncc1,0.3,-3.8
CNC[C@H]1OCCCC[C@H](C)Oc2ccc(NS(=O)(=O)c3ccccc3)cc2C(=O)N([C@H](C)CO)C[C@@H]1C,-0.1,-6.1
C[C@H](CO)N1C[C@H](C)[C@H](CN(C)C(=O)Nc2ccc(C(F)(F)F)cc2)Oc2ccc(NS(=O)(=O)c3ccc(Cl)cc3)cc2C1=O,0.5,-2.0
Cc1ccc(S(=O)(=O)Nc2ccc3c(c2)CC(=O)N([C@@H](C)CO)C[C@H](C)[C@@H](CN(C)Cc2ccc(C(=O)O)cc2)O3)cc1,0.1,4.7
C[C@@H]1CN([C@@H](C)CO)C(=O)c2cc(-c3ccncc3)cnc2O[C@@H]1CN(C)C(=O)C1CC1,0.9,-2.4
COc1ccc(S(=O)(=O)N(C)C[C@@H]2Oc3ncc(-c4cccc(OC)c4)cc3C(=O)N([C@H](C)CO)C[C@@H]2C)cc1,0.0,2.7
C[C@@H]1CN([C@@H](C)CO)C(=O)c2cc(NS(=O)(=O)c3ccc(Cl)cc3)ccc2O[C@@H]1CN(C)C(=O)Nc1ccc(C(F)(F)F)cc1,1.0,3.1
CO[C@H]1CN(C)C(=O)c2ccc(NC(=O)Nc3cccc(F)c3)cc2OC[C@H](C)N(C(=O)C2CC2)C[C@H]1C,0.2,-7.3
C[C@H](CO)N1C[C@H](C)[C@H](CN(C)S(=O)(=O)c2ccc3ccccc3c2)OCc2cn(nn2)CCCC1=O,1.1,3.0
Cc1noc(C)c1S(=O)(=O)N(C)C[C@@H]1Oc2ccc(NC(=O)Nc3ccccc3)cc2CC(=O)N([C@@H](C)CO)C[C@H]1C,-0.3,1.6
C[C@@H]1CN([C@H](C)CO)C(=O)CCCn2cc(nn2)CO[C@@H]1CN(C)Cc1ccc(-c2ccccc2)cc1,0.1,1.0
CC(=O)N(C)C[C@H]1Oc2ncc(C#Cc3ccc(F)cc3)cc2C(=O)N([C@H](C)CO)C[C@@H]1C,0.8,0.3
COCC#Cc1cnc2c(c1)C(=O)N([C@@H](C)CO)C[C@@H](C)[C@@H](CN(C)Cc1ccc(-c3ccccc3)cc1)O2,0.0,1.9
CCCNC(=O)Nc1ccc2c(c1)C(=O)N(C)C[C@@H](OC)[C@H](C)CN(CC1CCCC1)[C@@H](C)CO2,-0.1,-1.3
CCCNC(=O)N1[C@H](CO)[C@@H]2c3ccccc3N(C(=O)Nc3ccccc3)C[C@@H]21,0.0,-1.7
CO[C@H]1CN(C)C(=O)c2ccc(NC(=O)C3CC3)cc2OC[C@@H](C)N(CC2CCOCC2)C[C@@H]1C,0.3,5.0
CCCNC(=O)Nc1ccc2c(c1)C(=O)N(C)C[C@H](OC)[C@H](C)CN(CCC(F)(F)F)[C@@H](C)CO2,-0.1,-11.3
CC=Cc1ccc2n(c1=O)C[C@H]1[C@H](CO)[C@@H](C(=O)NC3CCCCC3)N(CCC)[C@@H]21 (mixture of isomers),0.0,2.1
C[C@@H]1CN([C@@H](C)CO)C(=O)CCCn2cc(nn2)CO[C@@H]1CN(C)C(=O)OCc1ccccc1,1.6,-3.9
C[C@H](CO)N1C[C@H](C)[C@H](CN(C)Cc2ccccc2)OCCCC[C@H](C)Oc2ccc(NS(C)(=O)=O)cc2C1=O,0.0,-0.9
COc1ccc(-c2cnc3c(c2)C(=O)N([C@@H](C)CO)C[C@H](C)[C@@H](CN(C)C(=O)Cc2cccnc2)O3)cc1,0.6,-0.8
COc1ccc(C#Cc2cnc3c(c2)C(=O)N([C@@H](C)CO)C[C@H](C)[C@H](CN(C)C(=O)Nc2cccc(OC)c2)O3)cc1,0.0,0.0
C[C@@H]1CN([C@@H](C)CO)S(=O)(=O)c2ccc(C#CC3CC3)cc2O[C@@H]1CN(C)C(=O)C1CCCCC1,0.0,6.1
C[C@@H]1CN([C@@H](C)CO)S(=O)(=O)c2ccc(-c3ccccc3)cc2O[C@@H]1CN(C)C(=O)c1ccccc1F,0.1,6.5
C[C@@H]1CN([C@@H](C)CO)C(=O)c2cc(NC(=O)CCCN(C)C)ccc2O[C@H]1CN(C)Cc1ccncc1,0.0,-1.1
CO[C@H]1CN(C)C(=O)c2ccc(NC(=O)Nc3cccc(F)c3)cc2OC[C@@H](C)NC[C@@H]1C,-0.2,6.0
C[C@@H]1CN([C@@H](C)CO)C(=O)Cc2cc(NC(=O)Nc3ccc(F)cc3)ccc2O[C@@H]1CN(C)S(=O)(=O)c1cn(C)cn1,72.5*,-0.2
Cc1noc(C)c1NC(=O)Nc1ccc2c(c1)C(=O)N([C@@H](C)CO)C[C@@H](C)[C@H](CN(C)C(=O)Nc1ccccc1)O2,-0.1,1.0

# Three compounds out of the list above, arranged by the value under esBAF inh, descending:
Structure	esBAF inh
COc1ccc(-c2cnc3c(c2)C(=O)N([C@@H](C)CO)C[C@H](C)[C@@H](CN(C)C(=O)Cc2cccnc2)O3)cc1	-0.8
C[C@H](CO)N1C[C@H](C)[C@H](CN(C)Cc2ccccc2)OCCCC[C@H](C)Oc2ccc(NS(C)(=O)=O)cc2C1=O	-0.9
CCCNC(=O)Nc1ccc2c(c1)C(=O)N(C)C[C@H](OC)[C@H](C)CN(CCC(F)(F)F)[C@@H](C)CO2	-11.3

# In the list so far, 2 have a Cl atom:
SMILES,E-sel inducer,esBAF inh
C[C@H](CO)N1C[C@H](C)[C@H](CN(C)C(=O)Nc2ccc(C(F)(F)F)cc2)Oc2ccc(NS(=O)(=O)c3ccc(Cl)cc3)cc2C1=O,0.5,-2.0
C[C@@H]1CN([C@@H](C)CO)C(=O)c2cc(NS(=O)(=O)c3ccc(Cl)cc3)ccc2O[C@@H]1CN(C)C(=O)Nc1ccc(C(F)(F)F)cc1,1.0,3.1

# Next part:
SMILES,E-sel inducer,esBAF inh
CC(C)NC(=O)N(C)C[C@@H]1Oc2ccc(NC(=O)Cn3cnnn3)cc2C(=O)N([C@H](C)CO)C[C@H]1C,58.6*,5.4
Cc1noc(C)c1NC(=O)Nc1ccc2c(c1)C(=O)N([C@@H](C)CO)C[C@H](C)[C@@H](CN(C)C(=O)Nc1ccccc1)O2,-0.1,-4.4
C[C@H](CO)N1C[C@H](C)[C@H](CN(C)Cc2cccc(F)c2)OCc2ccccc2-c2ccccc2C1=O,-0.3,-3.8
CNC[C@@H]1OCCCC[C@H](C)Oc2ccc(N(C)C)cc2C(=O)N([C@@H](C)CO)C[C@@H]1C,-0.2,-2.9
Cc1noc(C)c1NC(=O)Nc1ccc2c(c1)C(=O)N([C@@H](C)CO)C[C@H](C)[C@@H](CN(C)S(=O)(=O)c1ccccc1)O2,0.3,-6.3
CCNC(=O)[C@H]1[C@H](CO)[C@H]2Cn3c(ccc(-c4cccc(F)c4)c3=O)[C@@H]1N2C(C)=O,-0.2,-0.3
C[C@@H]1CN([C@H](C)CO)C(=O)CCCn2cc(nn2)CO[C@@H]1CN(C)Cc1cccc(C(F)(F)F)c1,2.3,1.6
CC=Cc1ccc2n(c1=O)C[C@H]1[C@H](CO)[C@@H](C(=O)N[C@H](C)c3ccccc3)[C@@H]2N1Cc1cccnc1 (mixture of isomers),0.0,-2.4
CCCC(=O)Nc1ccc2c(c1)C(=O)N(C)C[C@@H](OC)[C@H](C)CN(Cc1ccncc1)[C@@H](C)CO2,0.7,-0.7
Cc1ccc(S(=O)(=O)N(C)C[C@H]2Oc3ccc(NS(=O)(=O)c4cn(C)cn4)cc3CC(=O)N([C@@H](C)CO)C[C@H]2C)cc1,-0.2,5.4
C[C@H]1CN([C@@H](C)CO)C(=O)CCCn2cc(nn2)CO[C@H]1CN(C)C(=O)Nc1ccc(C(C)(C)C)cc1,-0.1,5.6
C[C@H](CO)N1C[C@H](C)[C@H](CN(C)C(=O)Nc2ccccc2)Oc2c(NS(=O)(=O)c3cccs3)cccc2C1=O,50.1*,-2.9
C[C@@H]1CN([C@H](C)CO)C(=O)c2cc(NS(=O)(=O)c3ccc(Cl)cc3)ccc2O[C@H]1CN(C)Cc1ccc(C(F)(F)F)cc1,1.6,0.7
CNC[C@H]1OCCCC[C@@H](C)Oc2ccc(NC(=O)Nc3ccc(F)cc3)cc2C(=O)N([C@H](C)CO)C[C@@H]1C,0.9,-19.4
CCC(=O)Nc1ccc2c(c1)OC[C@@H](C)N(C(=O)CC)C[C@@H](C)[C@@H](OC)CN(C)C2=O,-0.2,-5.4
COc1ccc(-c2ccc3c(c2)O[C@H](CN(C)CC2CC2)[C@H](C)CN([C@H](C)CO)S3(=O)=O)cc1,-0.4,5.3
C[C@@H]1CN([C@@H](C)CO)C(=O)c2cc(N(C)C)ccc2O[C@@H](C)CCCCO[C@@H]1CN(C)C(=O)Nc1ccc2c(c1)OCO2,0.1,0.8
COCC#Cc1ccc2c(c1)O[C@H](CN(C)CC1CCCCC1)[C@H](C)CN([C@H](C)CO)S2(=O)=O,0.0,4.1
C[C@@H](O)C#Cc1cnc2c(c1)C(=O)N([C@@H](C)CO)C[C@H](C)[C@H](CN(C)CC1CC1)O2,-0.1,0.7
COc1ccc(S(=O)(=O)N(C)C[C@@H]2Oc3ncc(/C=C/c4ccccc4)cc3C(=O)N([C@@H](C)CO)C[C@H]2C)cc1,0.1,-8.3
Cc1noc(C)c1S(=O)(=O)N(C)C[C@@H]1Oc2ccc(NC(=O)Nc3ccccc3)cc2CC(=O)N([C@@H](C)CO)C[C@@H]1C,0.0,11.0
COc1ccc(CNC(=O)C[C@H]2CC[C@H]3[C@H](COc4ccc(NC(=O)C(C)C)cc4C(=O)N3C)O2)cc1,0.0,0.8
CCCNC(=O)Nc1ccc2c(c1)C(=O)N(C)C[C@H](OC)[C@H](C)CN(C(=O)C1CCCCC1)[C@H](C)CO2,0.0,3.8
C[C@H](CO)N1C[C@H](C)[C@@H](CN(C)Cc2ccccc2)Oc2cc(-c3ccccc3)ccc2S1(=O)=O,-1.6,-1.7
C[C@@H]1CN([C@@H](C)CO)C(=O)c2cc(C#CC3CCCCC3)cnc2O[C@@H]1CN(C)Cc1cccnc1,0.4,-2.5
CNC[C@@H]1OCCCC[C@@H](C)Oc2ccc(NC(=O)Nc3cccc4ccccc34)cc2C(=O)N([C@H](C)CO)C[C@@H]1C,-0.4,-4.4
CO[C@@H]1CN(C)C(=O)c2cc(NC(=O)c3cccc(F)c3)ccc2OC[C@@H](C)N(C(C)=O)C[C@@H]1C,0.0,-8.3
Cc1nn(C)cc1NC(=O)C[C@H]1CC[C@H]2[C@H](COc3ccc(NC(=O)C4CCC4)cc3C(=O)N2C)O1,-0.1,-1.1
C[C@@H]1CN([C@@H](C)CO)C(=O)CCCn2cc(nn2)CO[C@H]1CN(C)Cc1ccc(Cl)c(Cl)c1,0.0,-1.0
COc1ccc(S(=O)(=O)N(C)C[C@@H]2Oc3ccc(NC(=O)NC(C)C)cc3C(=O)N([C@H](C)CO)C[C@H]2C)cc1,0.0,-1.9

# Part of the list above in order of SMILES length, ascending:
SMILES,E-sel inducer,esBAF inh
CCCNC(=O)N1[C@H](CO)[C@@H]2c3ccccc3N(C(=O)Nc3ccccc3)C[C@@H]21,0.0,-1.7
CCNC(=O)[C@H]1[C@H](CO)[C@H]2Cn3c(ccc(-c4cccc(F)c4)c3=O)[C@@H]1N2C(C)=O,-0.2,-0.3
CNC[C@H]1OCCCC[C@@H](C)Oc2ccc(NC(=O)Nc3ccc(F)cc3)cc2C(=O)N([C@H](C)CO)C[C@@H]1C,0.9,-19.4
